Compound activity from PubChem.
Mtb FBA inh = Mtb fructose-bisphosphate aldolase inhibition | purified M. tuberculosis FBA, fluorescence read-out | inhibition, % at 1 µM | P9WQA3 | actives 2.3% (n = 360,000); in the data active = inhibition above about 27%;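 note: 0% = vehicle and 100% = reference inhibitor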
Target sequence (P9WQA3 whole entry, looked up): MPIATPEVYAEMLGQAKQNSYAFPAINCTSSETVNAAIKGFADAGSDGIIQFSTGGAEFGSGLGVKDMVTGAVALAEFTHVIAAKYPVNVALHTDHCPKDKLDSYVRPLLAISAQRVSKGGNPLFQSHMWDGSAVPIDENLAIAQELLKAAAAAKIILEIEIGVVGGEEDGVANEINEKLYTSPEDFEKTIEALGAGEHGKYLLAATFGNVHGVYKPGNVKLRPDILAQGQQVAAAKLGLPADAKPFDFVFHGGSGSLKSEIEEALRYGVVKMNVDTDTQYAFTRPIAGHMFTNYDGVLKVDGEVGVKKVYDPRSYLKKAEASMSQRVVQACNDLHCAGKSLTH
MazF activator = activators of E. coli MazEF toxin-antitoxin RNase | P0AE70 | FAM/BHQ RNA-DNA oligo cleavage fluorescence, 5 h | activation, % at 20 µM | actives 0.32% (n = 350,000); in the data active = activation above about 50%
Target sequence (P0AE70 whole entry, looked up): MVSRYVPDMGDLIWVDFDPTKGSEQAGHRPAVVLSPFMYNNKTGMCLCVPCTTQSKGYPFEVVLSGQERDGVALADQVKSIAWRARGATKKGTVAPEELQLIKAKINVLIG
Mtb UGM inh = inhibitors of M. tuberculosis UDP-galactopyranose mutase | P9WIQ1 | purified UGM, fluorescence polarization probe displacement | inhibition, % at 10 µM | actives 0.06% (n = 320,000) | AID 504406; in the data active = inhibition above about 10%, passing the limit was not always enough; inconclusive = no clear call, values can overlap the other calls
Target sequence (P9WIQ1 whole entry, looked up): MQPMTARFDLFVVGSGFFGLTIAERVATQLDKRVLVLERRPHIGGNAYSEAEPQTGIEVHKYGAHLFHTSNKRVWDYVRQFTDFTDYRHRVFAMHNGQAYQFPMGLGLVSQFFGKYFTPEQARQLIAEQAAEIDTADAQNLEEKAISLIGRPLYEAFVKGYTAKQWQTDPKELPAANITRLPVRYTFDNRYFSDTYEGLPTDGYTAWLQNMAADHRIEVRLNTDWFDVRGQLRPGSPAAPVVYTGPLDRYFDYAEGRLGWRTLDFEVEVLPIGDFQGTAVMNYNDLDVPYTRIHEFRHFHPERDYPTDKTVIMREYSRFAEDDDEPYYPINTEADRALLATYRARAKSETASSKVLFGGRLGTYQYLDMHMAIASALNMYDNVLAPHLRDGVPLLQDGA
GDH-TPI inh = GDH-TPI coupled enzyme inhibition counter-screen. GDH-TPI coupled enzyme counterscreen, NADH absorbance. inhibition, % at 4.8 µM. actives 1.2% (n = 360,000). AID 588335; in the data active = inhibition above about 30%;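 note: 0% = DMSO wells and 100% = wells lacking the enzyme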
FadD28 FP inh = blocks FadD28 binding to the bisubstrate probe. actives 0.22% (n = 360,000). AID 588549. fluorescence polarization. inhibition, % at 12.5 µM; in the data active = inhibition above about 8.5%, passing the limit was not always enough; inconclusive = no clear call, values can overlap the other calls
BoNT-F LC inh = blocks Botulinum neurotoxin F light chain protease; actives 0.22% (n = 360,000); inhibition, % at 10 µM; Multiplex microsphere protease cleavage assay, flow cytometry; in the data active = inhibition above about 35%, passing the limit was not always enough; inconclusive = no clear call, values can overlap the other calls; note: plate controls were buffer without enzyme for full effect and enzyme alone for no effect
PrPC surface inh = inhibitors of human cell surface prion protein PrPC | TR-FRET read-out | actives 0.43% (n = 370,000) | inhibition, % at 13.8 µM | P04156; in the data active = inhibition above about 24%; note: 0% = median of the test wells and 100% = reference compound wells
BioA inh = inhibitors of Mycobacterium tuberculosis BioA enzyme. purified M. tuberculosis BioA enzyme, plate reader. inhibition, % at 9.99 µM. actives 0.096% (n = 360,000). AID 602481; in the data active = inhibition above about 40%; inconclusive = no clear call, values can overlap the other calls
Rv3671c protease = Rv3671c (M. tuberculosis) protease inhibition; P9WHR9; inhibition, % at 5.96 µM; actives 0.048% (n = 320,000); AID 2606; in the data active = inhibition above about 38%;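 note: extracellular domain of Rv3671c used as enzyme; 0% = enzyme with DMSO and 100% = no enzyme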
An asterisk follows results filed as active; ? = inconclusive; . = not tested or not shown.

SMILES	Mtb FBA inh	MazF activator	Mtb UGM inh	GDH-TPI inh	FadD28 FP inh	BoNT-F LC inh	PrPC surface inh	BioA inh	Rv3671c protease
COCCN(C(=O)COC(=O)c1ccccc1Nc1ccccc1)c1c(N)n(Cc2ccccc2)c(=O)[nH]c1=O	-1	-11	0.0	1	-6.6	-1	-5	.	-2
Cc1ccc(-n2nc(C(=O)NN)c(C)c(C#N)c2=O)cc1Cl	-1	5	-1.3	15	-0.5	14	-35	-1.4	-4
CC(=O)Nc1nc(C=C(Cl)Cl)cs1	-2	-1	0.3	2	1.1	-6	-1	-1.0	3
O=C(NCC1CCCO1)c1ccccc1 (stereo not given)	-6	0	0.5	-2	0.1	2	8	-2.2	-7
O=C(CNC(=S)N(Cc1ccccc1F)C1CCCCC1)NC1CC1	3	9	2.5	-1	-4.0	-2	7	0.8	2
N#CCC(=N)N1CCN(c2cccc(Cl)c2)CC1	14	0	0.3	-9	-0.3	2	-9	2.0	3
CC(C)(C)NC(=O)NC(=O)CN1CCN(c2ccccc2O)CC1	2	4	0.0	-3	0.0	5	-1	.	13
O=C(CCCC1=NS(=O)(=O)c2ccccc2N1)N1CCN(c2ccccc2)CC1	-6	-7	-1.4	11	-1.2	16	0	2.9	-11
O=C(NN1CCOCC1)c1cc(-c2ccc(Cl)c(Cl)c2)nc2ccccc12	2	-1	-2.2	-2	-1.3	-15	3	-2.0	-1
Cc1ccc(S(=O)(=O)N2CCOCC2)cc1C(=O)Nc1ccncc1	1	5	0.3	1	0.3	8	0	-0.6	-10
COc1ccc(C(=O)N2c3ccccc3C(=O)OC2c2ccc3c(c2)OCO3)cc1 (stereo not given)	1	7	-0.3	6	-1.3	-4	-1	-0.7	-13
CCn1c(SCC(=O)NNC(=O)c2ccc(OC)cc2)nnc1-c1ccco1	6	13	3.3	2	1.0	-4	4	.	11
O=C(CCNS(=O)(=O)c1ccc(Cl)cc1)N1CCN(c2ncccn2)CC1	-1	3	.	-1	-3.4	.	-7	-1.2	.
Cc1cccc2cc(CN(Cc3cccs3)C3(c4nnnn4C4CCCC4)CCCC3)c(=O)[nH]c12	-1	-1	0.4	-8	-2.8	-14	0	-3.6	3
Cc1cccc(C(=O)NCCCNC(=O)c2ccccn2)c1	-1	8	-3.5	1	.	2	0	-0.8	11
CC(C)C(c1nnnn1CC1CCCO1)N1CCN(C2CCCC2)CC1 (stereo not given)	-1	2	-1.1	9	-0.9	2	3	-11	-6
Cc1cc(NC(=O)CN2CCCCC2C)no1 (stereo not given)	-10	9	0.5	6	-3.4	2	-5	0.4	-6
Cc1ccc(C)c2c(SC(C)C(=O)NCc3ccco3)nc(-c3ccccc3)nc12 (stereo not given)	-1	-1	-1.8	-4	-1.0	-3	8	-1.8	6
COc1ccc(S(=O)(=O)N2CCOCC2)cc1C(=O)Nc1cccc(C(=O)NC2CC2)c1	-3	5	.	2	-3.9	3	-3	0.6	.
CC1=CC(=O)C(C(C)C)=C/C1=N/OC(=O)c1cccc([N+](=O)[O-])c1	-5	7	4.4	10	-1.7	-4	-21	-0.2	1
O=C1CCC/C1=C\c1ccccc1	1	0	1.0	-3	-1.4	0	3	.	7
COC(=O)C1=NN(C(C)=O)C2(CC(=O)N(c3cc(C)cc(C)c3)C2=O)C1 (stereo not given)	2	3	1.8	-1	-3.3	-5	1	-1.4	0
O=C(O)c1ccc(N2CCCCC2)cc1	2	-5	-0.6	1	0.4	-6	-7	-3.2	3
O=C1C2C3c4ccccc4C(c4ccccc43)[C@@H]2C(=O)N1c1ccccn1 (stereo not given in full)	2	0	3.4	-7	0.4	?	4	.	-1
Cc1n[nH]c(C)c1N1C(=O)c2cccc3cc(Br)cc(c23)C1=O	-2	0	-0.9	17	-0.4	-4	-27	58*	1
CCCCn1c(N)c(N(CC(C)C)C(=O)CSCc2c(C)noc2C)c(=O)[nH]c1=O	0	-3	.	1	0.3	-6	-4	-2.3	6
COc1ccc(C(=O)NNC(=O)CSc2nnc(COc3ccccc3OC)n2C)cc1	-1	-8	-0.7	7	-0.7	-2	7	-1.1	-3
Cc1cc(CC(=O)O)n(C)c1C(=O)c1ccc(Cl)cc1	1	-2	-1.0	15	0.5	-5	-1	0.0	-1
COc1ccc(C(=O)C2CCCN(Cc3cnc(N4CCOCC4)s3)C2)cc1F (stereo not given)	1	8	-1.2	-3	-3.1	-2	-6	-1.6	8
N#C/C(=C(/O)COC(=O)CCCNC(=O)c1ccc(Cl)cc1)c1nc2ccccc2[nH]1	0	14	-1.1	6	-0.8	-16	2	-1.8	3
Cc1c(C(=O)N2CCOCC2)c(S(=O)(=O)Nc2cccc(C#N)c2)c(C)n1C	2	9	1.0	11	-3.6	11	8	2.5	15
CCc1ccc(N2C(=O)CC(N(CC3CCCO3)C(=O)/C=C/C(=O)O)C2=O)cc1 (stereo not given)	0	0	-0.4	-8	-3.9	3	3	0.0	-6
O=C(NCCc1ccccc1)c1ccc([N+](=O)[O-])cc1	-3	4	-2.7	-4	0.4	1	-36	-2.3	-4
CCOC(=O)c1cc2c(=O)n3ccccc3nc2n(CCOC)c1=NC(=O)c1c(-c2c(F)cccc2Cl)noc1C	49*	-4	1.9	37*	-0.5	5	-3	-1.4	-3
CSc1cccc(NC(=O)C2CCN(S(C)(=O)=O)CC2)c1	-3	-5	0.8	4	-5.2	-4	0	3.3	3
CC(=O)c1ccc(NC(=O)CSc2nnc(-c3ccco3)o2)cc1	-7	2	5.4	2	0.8	0	4	-2.3	0
Cc1ccc(C)c(-c2ccc(=O)n(Cc3ccc(F)cc3Cl)n2)c1	-1	1	0.3	-1	-3.7	6	-6	3.0	1
COc1ccc(CCNC(=O)COC(=O)c2cc(Cl)nc(Cl)c2)cc1	4	8	1.9	8	-1.8	-5	1	-0.6	3
CC(=O)c1c(C)[nH]c(C(=O)NCCc2ccccc2)c1C	0	10	-2.1	15	-1.4	-94	1	1.5	-3
C=CC[C@@H](CC(=O)N(CCO)Cc1ccccc1)C(=O)N[C@H](COC(=O)[C@@H](CC=C)CC(=O)OC(C)(C)C)c1ccccc1	2	4	-4.0	16	0.4	-7	-3	-1.0	2

Quoted at random: 7 entries already listed.
SMILES	Mtb FBA inh	MazF activator	Mtb UGM inh	GDH-TPI inh	FadD28 FP inh	BoNT-F LC inh	PrPC surface inh	BioA inh	Rv3671c protease
Cc1ccc(C)c(-c2ccc(=O)n(Cc3ccc(F)cc3Cl)n2)c1	-1	1	0.3	-1	-3.7	6	-6	3.0	1
CCOC(=O)c1cc2c(=O)n3ccccc3nc2n(CCOC)c1=NC(=O)c1c(-c2c(F)cccc2Cl)noc1C	49*	-4	1.9	37*	-0.5	5	-3	-1.4	-3
Cc1c(C(=O)N2CCOCC2)c(S(=O)(=O)Nc2cccc(C#N)c2)c(C)n1C	2	9	1.0	11	-3.6	11	8	2.5	15
CC(=O)c1c(C)[nH]c(C(=O)NCCc2ccccc2)c1C	0	10	-2.1	15	-1.4	-94	1	1.5	-3
CCc1ccc(N2C(=O)CC(N(CC3CCCO3)C(=O)/C=C/C(=O)O)C2=O)cc1 (stereo not given)	0	0	-0.4	-8	-3.9	3	3	0.0	-6
CC(=O)c1ccc(NC(=O)CSc2nnc(-c3ccco3)o2)cc1	-7	2	5.4	2	0.8	0	4	-2.3	0
O=C(NCCc1ccccc1)c1ccc([N+](=O)[O-])cc1	-3	4	-2.7	-4	0.4	1	-36	-2.3	-4

Going on with the list.
SMILES	Mtb FBA inh	MazF activator	Mtb UGM inh	GDH-TPI inh	FadD28 FP inh	BoNT-F LC inh	PrPC surface inh	BioA inh	Rv3671c protease
Cc1cccc(/C=N\NC(=O)c2sccc2-n2cccc2)c1	-2	-1	4.4	18	0.7	-9	-3	-0.2	-3
CCOC(=O)c1cc(-c2cccc([N+](=O)[O-])c2)on1	2	-7	0.9	1	-0.9	-10	-2	.	3
CC(=O)Nc1cc(C(=O)O)ccc1S(=O)(=O)c1ccc(C)cc1	6	0	-0.8	9	-0.3	-25	1	-0.5	-1
CC(C)CN1Cc2cc(N3CCCCC3)ccc2-n2nncc2C1	2	.	.	.	1.0	2	8	-1.8	.
COC(=O)Nc1nnc(COc2cccc(C)c2)s1	7	3	-1.2	-2	0.5	13	-2	.	6
Cc1cc(C)c(NC(=O)CS(=O)CC(=O)N2CCN(c3ccccc3)CC2)c(C)c1 (stereo not given)	-1	2	-2.2	4	-0.1	-2	-5	-0.2	0
CSCCC(NC(=O)c1ccc([N+](=O)[O-])cc1Cl)C(=O)OC(C)C(=O)NCc1ccco1 (stereo not given)	3	8	-3.1	2	0.1	2	-26	0.4	4
CC(NC(=O)CSc1ncn[nH]1)c1ccc(Cl)cc1Cl (stereo not given)	2	-29	.	7	-1.3	25	7	-1.7	.
Cc1ccc(S(=O)(=O)/N=C2/NC(=O)/C(=C\c3cc(Br)cc(Br)c3O)S2)cc1	-2	-129	-35	10	50*	-8	.	1.3	.
COc1cc(Cl)ccc1OCc1cc(C(=O)N2C[C@H]3CC[C@H]2C3)no1	0	1	0.1	3	-1.2	-20	0	1.4	-2
CC1CN(S(=O)(=O)c2ccccc2)C(C)N1C(=O)N1CCOCC1 (stereo not given)	3	9	-2.0	-2	0.1	-13	9	-2.0	1
CN(C)CCN(C(=O)C1CCCCC1)c1nc2cc3c(cc2s1)OCCO3	1	7	.	9	-1.4	-2	-1	1.1	.
O=C(COC(=O)c1ccccc1[N+](=O)[O-])Nc1nnc(-c2ccccc2)o1	-2	1	-1.2	12	-1.2	.	-4	-0.9	12
COc1cccc2c1OC[C@@H](CO)[C@H]2N(C)C(=O)Nc1ccccc1	0	4	.	-1	-3.6	-8	.	.	1
C/C(=N/N=C1/NC(=O)CC(C(=O)Nc2ccccc2)S1)c1cccs1 (stereo not given)	-4	-1	0.5	23	-3.1	-3	-3	.	-4
COc1ccc(OC)c(CN2CCN(CCCc3ccccc3)C(CCO)C2)c1 (stereo not given)	-2	0	0.2	4	-1.0	.	-2	-0.9	0
CC(=O)OC1C(O)C(C)OC(OC2C(OC(=O)C3CCC4C(C3)OC3(CC(OC(=O)/C=C/c5ccccc5)C(C)CO3)C43CO3)OC(C)C(O)C2OC(C)=O)C1O (stereo not given)	-2	13	.	0	-4.2	0	86*	.	.
O=C(Nc1ccc(-c2csc(-c3ccccc3)n2)cc1)c1ccccc1Cl	1	-12	0.8	16	-1.4	15	-2	-1.1	-11
C=CCc1cccc(/C=N/NC(=O)CNc2cccc3ccccc23)c1O	12	7	-1.3	14	-0.5	0	6	.	-17
CCCn1c(N2CCN(CC(=O)c3c(C)n(C)c4ccc(OC)cc34)CC2)nc2c1c(=O)[nH]c(=O)n2C	-13	7	.	7	-2.0	-4	-2	-1.5	.
COc1ccc(N(C)S(=O)(=O)c2ccc3c(c2)NC(=O)CC(=O)N3)c(OC)c1	1	-2	0.7	2	-3.5	8	1	1.5	-2
CC(C)c1nc(SCC(=O)c2ccccc2)c2c(=O)n(C)c(=O)n(C)c2n1	2	33	-3.6	5	0.5	-5	0	-1.9	-4
CCSc1ncnc2c(C#N)c3n(c12)CCCCC3	2	1	0.7	-4	-1.7	-12	8	9.3	4
CN(C(=O)CSCC(=O)O)C1CCCCC1	0	5	-0.6	7	0.2	-7	0	-1.0	7
COc1ccccc1CC(=O)Nc1ccc(S(=O)(=O)N2CC(C)CC(C)C2)cc1 (stereo not given)	-2	0	-2.3	6	-0.8	-14	-1	-0.4	-19
COc1cccc(C2=NO[C@@H]3C(=O)N(Cc4ccccc4)C(=O)[C@H]23)c1OC	-1	3	1.2	-3	-3.8	-8	1	.	-9
CCN1C(=NCc2ccc(OC)cc2)N[C@@H](c2ccccc2)C(C(=O)OC)=C1C	-2	4	0.9	-1	-2.6	-6	-10	0.2	1
CS(=O)(=O)c1ccc(C(=O)NCC2(N3CCCCC3)CCCCC2)cc1	2	0	-3.3	-1	-1.5	-2	-8	.	-14
Cc1ccc(S(=O)(=O)NCc2ccccc2)cc1C(=O)NC(C)c1ccc(S(N)(=O)=O)cc1 (stereo not given)	0	7	.	2	0.0	-1	-7	1.8	.
Cc1ccc2c(CN3CC(C)CC(C)C3)cc(=O)oc2c1C (stereo not given)	-1	5	-1.0	2	.	10	6	-6.0	-5
